ROMK primary = modulators of human ROMK potassium channel | actives 2% (n = 130,000) | AID 1918 | Tet-inducible ROMK, thallium flux fluorescence; actives lie on both sides | B-score at 10 µM | P48048;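 active = signal ratio slope over the read window, or its plate-corrected B-score, at least 3 SD from the plate mean, either direction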;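 note: B-score of the F/F0 ratio slope over 7 to 12 s after thallium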
Target sequence (P48048 whole entry, looked up): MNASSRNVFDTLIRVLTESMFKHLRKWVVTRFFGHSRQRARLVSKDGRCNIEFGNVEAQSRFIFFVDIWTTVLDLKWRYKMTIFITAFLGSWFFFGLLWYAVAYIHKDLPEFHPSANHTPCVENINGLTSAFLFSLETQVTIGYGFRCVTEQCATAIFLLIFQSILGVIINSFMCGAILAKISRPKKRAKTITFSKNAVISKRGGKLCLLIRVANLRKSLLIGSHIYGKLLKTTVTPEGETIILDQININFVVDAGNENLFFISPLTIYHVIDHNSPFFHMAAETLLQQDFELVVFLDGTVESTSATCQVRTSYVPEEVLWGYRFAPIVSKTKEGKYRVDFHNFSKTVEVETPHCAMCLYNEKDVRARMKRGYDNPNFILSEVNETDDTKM
* marks the source's active call; other numbers are inactive results.

What do the screens show for `Cc1[nH]c2ccc(C(C)C)cc2c1CC(=O)O`?
ROMK primary: 0.49

Results for COc1cccc(OCc2ccc(Cl)cc2)c1C#N ?
ROMK primary: -0.98

What do the screens show for `CN(C)C(=S)Nc1ccc(S(=O)(=O)N2CCCCC2)cc1`?
ROMK primary: -0.23

Results for O=c1[nH]nc(-c2ccc(F)cc2)cc1Cc1cccs1 ?
ROMK primary: -2.3

How did ON(Cc1c(F)cccc1Cl)Cc1c(F)cccc1Cl do in these assays?
ROMK primary: -0.56

What do the screens show for `CCCSc1cc(Cl)nc(N)n1`?
ROMK primary: -0.033

How did CCCCn1c(=N)n(CC(=O)c2ccc(OC)cc2)c2ccccc21 do in these assays?
ROMK primary: -0.68

What do the screens show for `CCCS(=O)(=O)c1csc(C(=O)OC)c1N`?
ROMK primary: 2.2

Results for O=C(O)CSCC(=O)N1CCCN(c2nc3ccc(Cl)cc3s2)CC1 ?
ROMK primary: -0.00079

How did COc1ccc(N2C(=O)CC(Nc3cccc([N+](=O)[O-])c3)C2=O)cc1 (stereo not drawn) do in these assays?
ROMK primary: -0.48

Results for O=C1C(C2=NC(c3ccccn3)C3C(=O)N(c4ccc(OC(F)(F)F)cc4)C(=O)C23)=C(O)c2ccccc21 (stereo not drawn) ?
ROMK primary: -0.15

What do the screens show for `Brc1ccc(Nc2ncnc3[nH]ncc23)cc1`?
ROMK primary: -1.2

Results for CCCc1ccc(OCc2ccccc2)c2c(=O)cc(C(=O)OCC)oc12 ?
ROMK primary: 0.36

How did O=c1cc(O)c2sc3nc4c(c(C(F)(F)F)c3c2[nH]1)CCCCC4 do in these assays?
ROMK primary: 0.72

Results for O=[N+]([O-])c1ccc2c(c1)c1ccccc1n2CCO ?
ROMK primary: -1.5

Results for Cn1c2ccccc2c(=O)c2c(=O)n(Cc3ccco3)c(-c3ccc(F)cc3)nc21 ?
ROMK primary: 0.66

Results for CC(=O)Nc1sc(NC(=O)c2ccc([N+](=O)[O-])cc2)nc1-c1cccs1 ?
ROMK primary: 0.23

Results for C=CC[n+]1ccn(-c2nc3ccccc3nc2[N-]S(=O)(=O)c2cccs2)c1 ?
ROMK primary: -0.43

How did O=C(O)c1ccc(NC2=Nc3cccc4cccc2c34)cc1 do in these assays?
ROMK primary: -0.065

What do the screens show for `Cc1cc(C)c2c(n1)sc1c(N3CCCCC3)ncnc12`?
ROMK primary: 0.35

How did O=C(Nc1ccc(F)cc1)C(Cc1ccccc1)n1cccc1 (stereo not drawn) do in these assays?
ROMK primary: -1.3

What do the screens show for `CN1C(=S)SC2CS(=O)(=O)CC21` (stereo not drawn)?
ROMK primary: 0.44

Results for O=C(Nc1ccccc1)c1cc2ccc3ccccc3c2s1 ?
ROMK primary: -0.1

Results for O=C1CC(NNc2nc3ccccc3s2)C(=O)N1c1ccc(F)cc1 (stereo not drawn) ?
ROMK primary: -0.22

Results for COc1cc(/C=N/Nc2ccc(C(=O)O)cc2)cc(OC)c1OC ?
ROMK primary: 0.55

Results for O=C(O)Cc1sc(N/N=C\c2ccncc2)nc1-c1ccccc1 ?
ROMK primary: 0.045

What do the screens show for `CC(CC(=O)O)CC(=O)Nc1nncs1` (stereo not drawn)?
ROMK primary: -0.83

How did COc1ccccc1CCNS(=O)(=O)c1cn(C)c(=O)n(C)c1=O do in these assays?
ROMK primary: -0.44

Results for CCCCOC(=O)N1CCOCCOCCOCCOCC1 ?
ROMK primary: 0.36

What do the screens show for `Cc1onc(-c2c(Cl)cccc2Cl)c1NC(=O)N(C)N`?
ROMK primary: -0.24

How did COc1ccc(CCN2C(=O)CC(N3CCN(C/C=C/c4ccccc4)CC3)C2=O)cc1OC (stereo not drawn) do in these assays?
ROMK primary: -0.075

How did CSc1ccccc1NC(=O)COC(=O)c1c[nH]c(=O)[nH]c1=O do in these assays?
ROMK primary: -0.24

How did O=C(Nc1ccc2[nH]ccc2c1)c1ccccc1 do in these assays?
ROMK primary: -0.48

How did Cc1c(-c2nc(-c3ccc(C(C)(C)C)cc3)no2)n(C)oc1=O do in these assays?
ROMK primary: -0.75

What do the screens show for `CC1=NNC(=O)C1C(c1ccc(Cl)cc1)C(C#N)C#N` (stereo not drawn)?
ROMK primary: 0.21

Results for COc1ccc(NC(=O)c2nc(SC)ncc2Cl)cc1 ?
ROMK primary: 2

How did COC(=O)c1c(C)oc(C)c1S(=O)(=O)NCC1CC1 do in these assays?
ROMK primary: 0.57

Results for CC(C)(C)c1cc2nc(N)nc(N)n2n1 ?
ROMK primary: -1.7

How did Nc1c(C(=O)O)sc2nc(-c3ccc(F)cc3)cc(-c3ccccc3)c12 do in these assays?
ROMK primary: -0.2

What do the screens show for `N=c1c2c(ncn1CCCO)Oc1cc(O)ccc1C2c1ccccc1` (stereo not drawn)?
ROMK primary: -0.78

What do the screens show for `Cc1ccc(NC(=O)c2c(-c3ccccc3Cl)noc2C)nc1`?
ROMK primary: 0.26

How did N#CC(c1ccccc1O)N1N=C(c2ccccc2)CC1c1ccccc1 (stereo not drawn) do in these assays?
ROMK primary: 1.2

How did Cc1ccc(-n2ncc(-c3nn[nH]n3)c2N)cc1 do in these assays?
ROMK primary: -1.1

Results for NNC(=O)C(=O)Nc1ccc(Cl)c(Cl)c1 ?
ROMK primary: -12*

What do the screens show for `CC1(C)CN=C(N(C(=O)Nc2ccccc2)c2ccccc2F)S1`?
ROMK primary: -0.27

How did COC(=O)N/N=C/c1ccc(-c2ccc(Cl)cc2Cl)o1 do in these assays?
ROMK primary: 0.93

What do the screens show for `Cc1ccc(N2CC(=O)N(NC(=O)c3sc4nc(C)cc(C)c4c3N)CC2=O)cc1`?
ROMK primary: 0.006

Results for CC(=O)Nc1cc(NC(C)=O)c(N=Nc2ccccc2)cc1C ?
ROMK primary: -0.14

How did O=C(Cc1n[nH]c(=O)[nH]c1=O)N/N=C/CCc1ccccc1 do in these assays?
ROMK primary: 0.16

Results for COc1ccc(-n2c(-c3ccco3)nc3c(cnn3-c3ccc(C)cc3)c2=O)cc1 ?
ROMK primary: -0.51

How did COc1ccc(C(=O)NNC(=O)C2CCCN(C3CC(=O)N(c4ccccc4)C3=O)C2)cc1 (stereo not drawn) do in these assays?
ROMK primary: -1

What do the screens show for `CCN(CC)C(=S)Oc1c(Cl)cccc1Cl`?
ROMK primary: 0.7

What do the screens show for `COc1ccc(Cl)cc1NC(=O)NCC1CCN(C(=O)OC(C)(C)C)CC1`?
ROMK primary: 1

Results for COc1ccc(C(c2c(N)[nH]c(=S)[nH]c2=O)c2c(N)[nH]c(=S)[nH]c2=O)cc1 ?
ROMK primary: -0.42

Results for Cc1cccc(OCC(=O)N/N=C/c2cccn2C)c1 ?
ROMK primary: 0.045

What do the screens show for `CC(C)(C)NNC(=S)Nc1cccc(C(F)(F)F)c1`?
ROMK primary: 0.18

What do the screens show for `O=C(Nc1cc(-c2ccccc2)[nH]n1)c1ccccc1F`?
ROMK primary: -0.017

Results for COC(=O)c1cc(C)nc(Sc2ccccc2NC(C)=O)n1 ?
ROMK primary: 0.14

What do the screens show for `COc1cc(C2CC(=O)N(c3ccc(C)cc3)C(=O)C2)cc(OC)c1OC`?
ROMK primary: 1.9

What do the screens show for `Cn1cc(C(=O)N/N=C/c2cccc([N+](=O)[O-])c2)c2ccccc21`?
ROMK primary: 1.5

What do the screens show for `C=CCOC(=O)/C=C/C(=O)NC(N)=O`?
ROMK primary: -2.1

How did COC(=O)c1scc(C)c1S(=O)(=O)Nc1ccc(C)cc1 do in these assays?
ROMK primary: -0.28

Results for CC(Nc1n[nH]c(=O)[nH]c1=O)C(=O)N/N=C/c1ccccc1 (stereo not drawn) ?
ROMK primary: 0.34

How did O=C(O)c1ccccc1C(=O)Nc1ccc(Oc2cccc(C(F)(F)F)c2)nc1 do in these assays?
ROMK primary: 0.62

Results for O=C(NNC(=O)c1cnccn1)c1ccc(Cl)cc1 ?
ROMK primary: 0.033

What do the screens show for `CCCC1Cc2[nH]c(=O)c(C#N)cc2CO1` (stereo not drawn)?
ROMK primary: 0.81

How did Cc1nc(N2CCOCC2)[nH]c(=O)c1C(O)C(Cl)(Cl)Cl (stereo not drawn) do in these assays?
ROMK primary: 0.31

What do the screens show for `O=C(O)CC1(CC(=O)NCc2csc(-c3cccs3)n2)CCCCC1`?
ROMK primary: 0.036

What do the screens show for `CC1(C)CC(=O)C(N=Nc2cccc(F)c2C#N)=C(O)C1`?
ROMK primary: -0.2

What do the screens show for `COc1ccc(CCNC(=O)c2cc3c(=O)n(C)c4ccccc4c3n2C)cc1OC`?
ROMK primary: -2.5

How did Cn1c2c(c(=O)n(C)c1=O)C(CC(=O)Nc1ccccc1F)C(=O)N2 (stereo not drawn) do in these assays?
ROMK primary: -0.3

How did COc1cc(-c2noc(C)n2)cc(OC)c1OC do in these assays?
ROMK primary: 0.61

What do the screens show for `CCN(CC)CC(=O)NN(Cc1ccccc1)c1ccccc1`?
ROMK primary: -0.12

Results for Cn1ncc2c(O/N=C(\N)c3ccc(C(C)(C)C)cc3)ncnc21 ?
ROMK primary: 1.2

Results for NC(=NC(=O)c1ccc(OCC(F)(F)F)nc1)c1ccccc1 ?
ROMK primary: 2.2

Results for O=C(/C=C/c1cc[n+](CC(=O)c2ccc3cccc4c3c2CC4)cc1)c1ccc2cccc3c2c1CC3 ?
ROMK primary: 0.56

How did O=C(O)COc1ccccc1/C=N/NC(=O)CSc1nnc(SCc2ccc(Cl)cc2)s1 do in these assays?
ROMK primary: -0.37

What do the screens show for `C=CCSC1=NNC(c2ccc(C(C)(C)C)cc2)=NN1`?
ROMK primary: -0.59

What do the screens show for `CCCCCCC(=O)N(O)C1CC(=O)N(c2ccc(F)cc2)C1=O` (stereo not drawn)?
ROMK primary: -0.11

How did CC1(C)CC(=O)C(N=Nc2ccc(Br)cc2)=C(O)C1 do in these assays?
ROMK primary: -0.087

Results for CC1CC(=O)N(c2ccc(Br)cc2)C(=O)C1 ?
ROMK primary: -0.048

What do the screens show for `Cc1csc2c(=O)sc(NC(=O)c3ccc(F)cc3Cl)nc12`?
ROMK primary: 0.75

What do the screens show for `O=C(NN1C(=O)/C(=C/c2cccs2)SC1=S)c1cccnc1`?
ROMK primary: -0.38

Results for COc1ccc(OCc2n(CC(=O)OC3CC(C)CCC3C(C)C)c3ccccc3[n+]2C)cc1 (stereo not drawn) ?
ROMK primary: -0.46

What do the screens show for `O=C(Cn1nc2n(c1=O)-c1ccccc1SC2)N/N=C/c1ccncc1`?
ROMK primary: -0.46

How did C/C(Cc1ccccc1)=N\NC(=O)CNC(=O)c1ccccc1Cl do in these assays?
ROMK primary: 0.22

How did Cc1c(N2C(=O)CSC2c2ccc([N+](=O)[O-])cc2)c(=O)n(-c2ccccc2)n1C (stereo not drawn) do in these assays?
ROMK primary: 0.0057

Results for CCN1C(=O)CC(NNC(=O)c2ccccc2)C1=O (stereo not drawn) ?
ROMK primary: 0.41

How did CCOc1ccc(N(CC(=O)Nc2c(C)cccc2C)S(=O)(=O)c2c(C)[nH]c(=O)[nH]c2=O)cc1 do in these assays?
ROMK primary: 0.5

How did Cc1cc(N2CCN(C(=O)c3ccco3)CC2)c2ccccc2n1 do in these assays?
ROMK primary: 1.5

How did Cc1cccc(N=Nc2cnc(N)s2)c1 do in these assays?
ROMK primary: 0.78

Results for Cc1noc(C(=O)Nc2cccc(O)c2)c1Cl ?
ROMK primary: -0.0091

What do the screens show for `Cc1ccc(S(=O)(=O)N2CC=C(C(=O)NC3CC3)CC2)cc1`?
ROMK primary: -0.54

Results for COc1cc2c3c(c1OC)C1(C=CC(=O)C=C1)CC3N(C(=O)CCC(=O)O)CC2 (stereo not drawn) ?
ROMK primary: 0.41

How did C/C(=N\Nc1cccc(C(=O)O)c1)c1ccc2c(c1)Nc1ccccc1S2 do in these assays?
ROMK primary: 0.48

How did O=C(O)CCCCCNC(=O)c1ccc(C(=O)NCCCCCC(=O)O)cc1 do in these assays?
ROMK primary: -0.47

How did O=C(CSc1nc2ncccc2[nH]1)c1ccc2c(c1)OCO2 do in these assays?
ROMK primary: -0.41

What do the screens show for `CCc1ccc(OCC(=O)O/N=C(\N)c2cccnc2)cc1`?
ROMK primary: -0.27

What do the screens show for `CCOC(Cn1ccc(=O)[nH]c1=O)OCC`?
ROMK primary: -0.013

What do the screens show for `CCOC(=O)c1sc(/S(C)=N\S(=O)(=O)c2cccc(Cl)c2)c2c1CCC=C2` (stereo not drawn)?
ROMK primary: 0.22

A portion taken from the entries so far:
Results for CC1CC(=O)N(c2ccc(Br)cc2)C(=O)C1 ?
ROMK primary: -0.048

What do the screens show for `Cc1csc2c(=O)sc(NC(=O)c3ccc(F)cc3Cl)nc12`?
ROMK primary: 0.75

What do the screens show for `O=C(NN1C(=O)/C(=C/c2cccs2)SC1=S)c1cccnc1`?
ROMK primary: -0.38

Results for COc1ccc(OCc2n(CC(=O)OC3CC(C)CCC3C(C)C)c3ccccc3[n+]2C)cc1 (stereo not drawn) ?
ROMK primary: -0.46

What do the screens show for `O=C(Cn1nc2n(c1=O)-c1ccccc1SC2)N/N=C/c1ccncc1`?
ROMK primary: -0.46

Next part.
How did N/C(=N\NC(=O)Nc1ccccc1)c1ccccn1 do in these assays?
ROMK primary: 1.2

Results for Cc1cc(Nc2ccc(C)c(Cl)c2)nc(N2CCOCC2)n1 ?
ROMK primary: -1.2

What do the screens show for `COc1ccc(Nc2nc(N)c([N+](=O)[O-])c(NCCO)n2)cc1`?
ROMK primary: -1.2

Results for CC(=O)N1N=C(c2ccc(Cl)cc2)OC12CCCC2 ?
ROMK primary: -0.044

How did CC1=NNC(=O)C1CC(=O)N/N=C/c1sccc1C (stereo not drawn) do in these assays?
ROMK primary: -0.63

How did Cc1cc(-c2nnc(CSc3nnc(NC(=O)c4ccc(C(C)(C)C)cc4)s3)o2)ccc1[N+](=O)[O-] do in these assays?
ROMK primary: -0.55

Results for CCCc1cc(-n2ccnc2C)n2c(nc3ccccc32)c1C#N ?
ROMK primary: -0.82

Retrieved one by one from above:
How did N/C(=N\NC(=O)Nc1ccccc1)c1ccccn1 do in these assays?
ROMK primary: 1.2

How did Cc1cc(-c2nnc(CSc3nnc(NC(=O)c4ccc(C(C)(C)C)cc4)s3)o2)ccc1[N+](=O)[O-] do in these assays?
ROMK primary: -0.55

Results for CC(=O)N1N=C(c2ccc(Cl)cc2)OC12CCCC2 ?
ROMK primary: -0.044

How did CC1=NNC(=O)C1CC(=O)N/N=C/c1sccc1C (stereo not drawn) do in these assays?
ROMK primary: -0.63

Results for Cc1cc(Nc2ccc(C)c(Cl)c2)nc(N2CCOCC2)n1 ?
ROMK primary: -1.2

These rows are one share of the data; rates above refer to the full screens.
